TDP1 inh: inhibitors of human tyrosyl-DNA phosphodiesterase TDP1; hit rate 0.28% among 350,000; Q9NUW8; Potency, µM (top dose mostly 130 µM), for the others: top-dose activity change, negative = inhibition, usual class: inhibitors; AID 485290; recombinant TDP1, AlphaScreen DNA substrate cleavage; also: nearly all actives have a fitted effect of over 40% in size
Target sequence (Q9NUW8 whole entry, looked up): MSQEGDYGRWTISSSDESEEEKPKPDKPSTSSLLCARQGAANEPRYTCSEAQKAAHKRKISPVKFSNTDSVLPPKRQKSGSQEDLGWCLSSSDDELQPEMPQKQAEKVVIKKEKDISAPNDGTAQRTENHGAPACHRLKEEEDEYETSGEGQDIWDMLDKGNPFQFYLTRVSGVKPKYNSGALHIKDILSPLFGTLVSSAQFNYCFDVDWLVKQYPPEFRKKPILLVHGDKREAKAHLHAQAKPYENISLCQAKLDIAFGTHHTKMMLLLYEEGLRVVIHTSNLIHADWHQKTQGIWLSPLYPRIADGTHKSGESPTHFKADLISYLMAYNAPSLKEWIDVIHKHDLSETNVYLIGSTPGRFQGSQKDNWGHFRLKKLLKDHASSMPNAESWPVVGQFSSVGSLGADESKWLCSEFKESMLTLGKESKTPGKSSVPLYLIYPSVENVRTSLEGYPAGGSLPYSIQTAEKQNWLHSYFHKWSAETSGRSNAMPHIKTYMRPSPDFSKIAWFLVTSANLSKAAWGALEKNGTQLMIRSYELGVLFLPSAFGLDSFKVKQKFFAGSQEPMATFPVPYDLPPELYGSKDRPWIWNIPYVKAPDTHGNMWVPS
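Signal: AlphaScreen proximity between streptavidin donor and anti-FITC acceptor beads on intact substrate. Reaction: Tdp1 1 nM, substrate 15 nM final, 5 min RT after 15 min compound preincubation.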
N370S GC mod: inhibits or activates N370S mutant glucocerebrosidase | P04062 | N370S GC spleen homogenate, 4MU-glucoside fluorescence | Potency, µM (doses to about 59.4 µM), for the others: at the highest dose activity change, negative = inhibition, actives largely listed as inhibitors | hit rate 0.092% among 330,000 | AID 2101;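 also: 0% = full enzyme activity and -100% = no enzyme basal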
FEN1 inh: human FEN1 inhibition; Potency, µM (titrated, usually from 114 µM), inactives show at the highest dose activity change, negative = inhibition, most hits filed as inhibitors; AID 588795; hit rate 0.35% among 390,000; P39748; Recombinant FEN1 flap cleavage, fluorescence, 15 min; also: nearly all actives have a fitted effect of over 65% in size
Target sequence (P39748 whole entry, looked up): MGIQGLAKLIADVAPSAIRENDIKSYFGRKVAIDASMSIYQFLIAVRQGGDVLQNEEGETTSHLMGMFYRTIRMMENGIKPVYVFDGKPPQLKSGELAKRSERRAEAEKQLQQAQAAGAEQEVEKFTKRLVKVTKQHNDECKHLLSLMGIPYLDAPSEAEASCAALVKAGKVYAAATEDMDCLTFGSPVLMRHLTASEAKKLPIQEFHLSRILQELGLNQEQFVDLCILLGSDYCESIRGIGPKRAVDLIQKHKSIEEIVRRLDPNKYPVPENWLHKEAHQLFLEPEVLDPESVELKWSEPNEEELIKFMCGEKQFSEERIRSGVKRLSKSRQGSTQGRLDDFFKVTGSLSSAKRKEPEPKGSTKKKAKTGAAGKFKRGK
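FEN1 at 10 nM, compound pretreatment for 15 min (room temperature), 50 nM final substrate to initiate; endpoint reads at 0 and 15 min; DMSO-only plates used as vehicle background.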
Numbers without * were called inactive; ? = inconclusive; . = no result given; [ ] = remark or other dose. Calls follow the shape of the dose curve; as a rule, active = well fitted curve in the direction sought with a large enough effect; inconclusive = small, poorly fitted or top-dose-only effect, or another doubt; inactive = no such curve, though single readings can be large; an effect the other way counts as inactive or inconclusive. Unless noted, % is scaled to controls: 0 for no effect and ±100 for the full control effect; potency is read from the fitted curve at half-maximal effect. The order is random; 0.53% or so of the library scored in one or more.

SMILES	TDP1 inh	N370S GC mod	FEN1 inh
Cc1ccc2nc(SC(C)C(=O)NC3CCCc4ccccc43)[nH]c2c1 (stereo not given)	2%	8%	-23%
CCCc1ccc(C2=Nn3c(nnc3C(C)C)SC2)cc1	3%	-5%	-12%
COC(=O)[C@]1(C)N[C@H](CN(C)C(=O)Nc2ccc(OC)cc2)[C@@H]2C(=O)N(Cc3ccccc3)C(=O)[C@@H]21	2%	.	-2%
CCN(CC)CCNCC1C(=O)O[C@@H]2C[C@@]3(C)CCC[C@H](C)C3=C[C@H]12 (stereo not given in full)	.	-5%	0%
Cc1ccc(Cn2c(SCC(=O)C(C)(C)C)nc3ccsc3c2=O)cc1	-8%	.	7%
CCN(Cc1ccccc1)c1ncnc2c1cnn2-c1ccc(F)cc1	0%	.	-20%
Cn1cccc1/C=C1\SC(=S)N(NC(=O)c2cccc(Cl)c2)C1=O	9%	-2%	-2%
CCCn1c(NC(=O)c2cccc(S(=O)(=O)N3CCCC3)c2)nc2ccccc21	12%	-5%	5%
COc1ccc(S(=O)(=O)N2CCCCC2)cc1NC(=O)CNc1ccccc1C(C)=O	3%	.	-17%
Cc1oc(C(=O)O)cc1COc1ccc2c3c(c(=O)oc2c1)CCC3	.	-4%	-16%
COCCCn1c(SCC(=O)Nc2ccc(C(=O)OC)cc2)nc2ccccc2c1=O	-3%	6%	-11%
Cc1ccc2nc(-c3c[nH]c4ccccc34)c(Nc3ccccc3C)n2c1	6%	.	21%
COc1ccc(C(=O)NC(=O)N2CCCCC2)cc1	1%	-1%	-7%
O=C(c1ccc(Cl)c([N+](=O)[O-])c1)N(Cc1ccc(Cl)cc1)C1CCS(=O)(=O)C1 (stereo not given)	2%	-7%	1%
CCn1c(=O)cc(SCC(=O)NCc2cccnc2)c2ccccc21	5%	0%	2%
CC(=O)c1ccc(NC(=O)c2sc(-n3nc(C)c(Cc4ccc5c(c4)OCO5)c3C)nc2C)cc1	-7%	.	0%
Cc1cccc(-c2nc(CS(=O)CC(=O)NCCCSC3CCCCC3)c(C)o2)c1 (stereo not given)	4%	18%	-4%
Cc1ccc(CNC(=O)C2CCCN(c3nc(C)cc(C)n3)C2)cc1 (stereo not given)	5%	3%	0%
O=C(NCc1ccccc1)C1=C[C@H](c2ccc(Br)cc2)C[C@H](OCc2ccc(CO)cc2)O1	4%	?	-2%
CC(=O)c1ccc(N2CCN(C(=O)CN(C)S(=O)(=O)c3cnc[nH]3)CC2)cc1	0%	-13%	-2%
COc1ccccc1Nc1nc(-c2cccs2)cs1	4%	-1%	-20%
O=C(OCCNc1ccc(C(F)(F)F)cc1[N+](=O)[O-])c1cc2ccccc2oc1=O	3%	?	1%
Cc1sc(-n2cccc2)c(C(=O)O)c1C	-12%	2%[2.35 µM]	-2%
CCOCCCNC(=O)c1[nH]c2cc(C)ccc2c1Sc1ccc(Cl)cc1	14%	.	-14%
CS(=O)(=O)Nc1ccc(C(=O)NCc2ccc3c(c2)OCO3)cc1	9%	-4%	9%
Oc1ccc(-c2nc3ccccc3s2)c(O)c1	-1%	24%	0%
O=C1CCCC/C1=C\Nc1ccccc1C(=O)O	3%	1%	-13%
CN(C)CCCN(C(=O)c1ccc(S(=O)(=O)N2CCc3ccccc32)cc1)c1nc2c(Cl)cccc2s1	10%	?	-1%
O=C(c1ccccc1)n1nnc2ccccc21	5%	-10%	3%
CN(Cc1ccccc1)c1nc(-c2ccc(F)cc2)cc(C(F)(F)F)n1	22µM*	.	?
COC(=O)c1ccc(COc2ccc3c4c(c(=O)oc3c2)CCC4)o1	7%	7%	3%
COc1cc(C2C(=O)N(C3CCC(C)CC3)CC(=O)N2CCc2ccc(Cl)cc2)ccc1OC(C)C (stereo not given)	5%	.	17%
O=C(c1ccco1)N1CCN(c2ncnc3scc(-c4ccccc4)c23)CC1	9%	-3%	10%
CC(=O)Nc1cccc(NC(=O)CSc2nc(=O)n(CCN3CCOCC3)c3c2CCCC3)c1	4%	-7%	3%
Cc1csc(=O)n1CC(=O)OCC(=O)Nc1ccc(C(N)=O)cc1	-13%	.	40%[activator]
Cc1ccc(OCC(=O)N(Cc2nnc(-c3ccccc3Cl)o2)C2CC2)cc1C	3%	.	5%
CCc1cccc(C)c1NC(=O)CN1CCN(Cc2ccccc2Cl)S1(=O)=O	0%	.	12%
COc1cccc(-c2ccc(=O)n(CC(=O)Nc3ccc(S(=O)(=O)NCC(C)C)cc3)n2)c1	3%	-1%	.
NC(=O)C1(NC(=O)[C@@H]2CC3(CC(c4cccc(NC(=O)[C@@H]5CCC(=O)N5)c4)=NO3)CN2C(=O)Cc2ccc(Cl)cc2)CC1 (stereo not given in full)	1%	-10%	-4%
COCC(=O)Nc1ccccc1Br	0%	2%	0%
CC(=O)Nc1ccc(N=Cc2ccc(OCc3ccccc3)cc2)cc1	5%	1%	-8%
O=C(CSc1nccn1Cc1ccccc1)Nc1ccccc1	6%	25%	5%
N#C/C(=C\c1ccc(O)c(O)c1)C(=O)N1CCCC1	3%	-27%	-6%
CN(c1ccccc1)S(=O)(=O)c1cccc(NC(=O)Cc2ccc(Cl)cc2)c1	0%	.	-22%
CC[C@]1(c2ccccc2OC)C(=O)N(C(=O)OC)N1C(=O)OC	.	-11%	-4%

An excerpt of these results, with two lines to a compound.
Fields – TDP1 inh | N370S GC mod | FEN1 inh
O=C1CCCC/C1=C\Nc1ccccc1C(=O)O
    3% | 1% | -13%
CN(C)CCCN(C(=O)c1ccc(S(=O)(=O)N2CCc3ccccc32)cc1)c1nc2c(Cl)cccc2s1
    10% | ? | -1%
O=C(c1ccccc1)n1nnc2ccccc21
    5% | -10% | 3%
CN(Cc1ccccc1)c1nc(-c2ccc(F)cc2)cc(C(F)(F)F)n1
    22µM* | . | ?
COC(=O)c1ccc(COc2ccc3c4c(c(=O)oc3c2)CCC4)o1
    7% | 7% | 3%
COc1cc(C2C(=O)N(C3CCC(C)CC3)CC(=O)N2CCc2ccc(Cl)cc2)ccc1OC(C)C (stereo not given)
    5% | . | 17%
O=C(c1ccco1)N1CCN(c2ncnc3scc(-c4ccccc4)c23)CC1
    9% | -3% | 10%
CC(=O)Nc1cccc(NC(=O)CSc2nc(=O)n(CCN3CCOCC3)c3c2CCCC3)c1
    4% | -7% | 3%
Cc1csc(=O)n1CC(=O)OCC(=O)Nc1ccc(C(N)=O)cc1
    -13% | . | 40%[activator]
Cc1ccc(OCC(=O)N(Cc2nnc(-c3ccccc3Cl)o2)C2CC2)cc1C
    3% | . | 5%
CCc1cccc(C)c1NC(=O)CN1CCN(Cc2ccccc2Cl)S1(=O)=O
    0% | . | 12%
COc1cccc(-c2ccc(=O)n(CC(=O)Nc3ccc(S(=O)(=O)NCC(C)C)cc3)n2)c1
    3% | -1% | .
NC(=O)C1(NC(=O)[C@@H]2CC3(CC(c4cccc(NC(=O)[C@@H]5CCC(=O)N5)c4)=NO3)CN2C(=O)Cc2ccc(Cl)cc2)CC1 (stereo not given in full)
    1% | -10% | -4%

Later entries
SMILES	TDP1 inh	N370S GC mod	FEN1 inh
Cc1nn2c(NCCCN(C)C)c3c(nc2c1-c1ccccc1)CCCC3	7%	-17%	-16%
CNC[C@H]1Oc2c(NS(=O)(=O)c3ccc(OC)cc3)cccc2C(=O)N([C@H](C)CO)C[C@H]1C	1%	.	4%
CC/C(=N\Nc1ccnc2cc(Cl)ccc12)c1ccc(O)cc1	.	-21%	-21%
Cc1nc(Nc2ccccc2F)c2nnn(Cc3ccccc3Cl)c2n1	2%	-11%	4%
Cc1ccc(C23CC4CC(CC(C(=O)NN)(C4)C2)C3)cc1	.	-7%	3%
Cc1cccc(C)c1NC(=O)C(NC(=O)CN1C(=O)c2ccccc2C1=O)c1ccccc1 (stereo not given)	0%	9%	35%
COc1ccc(F)cc1C(=O)C1CCCN(C(=O)c2cccc(N(C)C)c2)C1 (stereo not given)	.	11%	12%
CN1CCN(C(=S)SCC(=O)N2CCCc3ccccc32)CC1	2%	-10%	-5%
O=C(O)c1ccccc1N1C(=O)C2C3CCC(C3)C2C1=O (stereo not given)	6%	6%	5%
NC(=O)c1ccccc1NC(=O)/C=C/c1ccccc1	4%	5%	6%
CC1CCCCC1NC(=O)c1nnc(Cc2ccc(Cl)cc2)o1 (stereo not given)	1%	3%	1%
NC(=O)CC[C@@H]1NC(=O)[C@@H]2CCCN2C(=O)c2cc([N+](=O)[O-])cc(I)c2NCCC[C@@H](C(=O)NC(CC(=O)O)C(N)=O)NC1=O (stereo not given in full)	1%	-24%	-13%
CCOc1cc(CNC(=O)c2cc(-c3ccc(Cl)s3)nc3ccccc23)ccc1OC	-1%	.	17%
COc1ccccc1/C=N/NC(=Nc1ccc(C)cc1)c1nc2ccccc2s1	1%	5%	.
COc1ccc(-c2nnc3ccc(SCC(=O)Nc4cc(C)on4)nn23)cc1	0%	7%	.
COc1ccccc1CNC(=O)COC(=O)c1ccco1	-4%	.	22%
Cc1ccc(C(=O)NNC(=O)CSc2nnc3c(n2)[nH]c2ccc(F)cc23)cc1	3%	-13%	-9%
CCn1ncc(/C=C/C(=O)C2CC2)c1C	6%	-1%	-7%
Nc1ccc(NC(=O)c2cccs2)c(Cl)c1	2%	-10%	1%
O=C(O)c1cc(-c2cccc3ccccc23)nc2ccccc12	.	1%	-1%
O=S(=O)(NCCc1csc(-c2cccnc2)n1)c1ccc(F)cc1	6%	-1%	-1%
COc1ccc(S(=O)(=O)Nc2ccc(Cl)cn2)cc1	.	1%	3%
COc1ccc(NC(=O)CNc2cc(S(=O)(=O)N3CCOCC3)ccc2N2CCOCC2)c(OC)c1	1%	.	1%
Cc1ccc(C)c(N2CCN(C3(c4ccccc4)C(=O)c4ccccc4C3=O)CC2)c1	0%[12.3 µM]	.	-22%
CCCC(=O)Nc1nn(C)c2nc3c(C)cccc3cc12	-2%	4%	-7%
CCOC(=O)CCSc1nc(C)c2cc(C)ccc2n1	1%	6%	-14%
Cc1ccc(NC(=O)OCCNC(=O)c2ccncc2)cc1	3%	-2%	4%
Cc1ccc(C(=O)NC2(C(F)(F)F)N=C(c3ccccc3)N(Cc3ccccc3)C2=O)cc1 (stereo not given)	7%	.	-2%
CSc1nc2ccc(NC(=O)c3c(-c4ccccc4)noc3C)cc2s1	.	8%	-9%
CC(C)COc1ccc(-c2nnn(CC(=O)N3CCCC3)n2)cc1	4%	-13%	-11%
O=C(COC(=O)c1cnccn1)N=c1sccn1Cc1ccccc1Cl	.	2%	9%
C=CCNc1nc(C(=O)OCC(=O)Nc2c(Cl)cccc2C(F)(F)F)cs1	-2%[0.505 µM]	-12%	-2%
CCOc1ccccc1NC(=O)c1cccc(S(=O)(=O)N(Cc2ccccc2)c2ccccc2OC)c1	1%	18%	3%
COc1cc2[nH]c(=S)n(C3CCN(Cc4ccccc4)CC3)c(=O)c2cc1OC	5%	5%	4%
O=C(/C=C\c1ccccc1OC(=O)c1ccccc1F)c1cc2ccccc2o1	1%	6%	-13%
COc1ccc(NC(=O)COc2cccc3c2OC(C)(C)C3)c(OC)c1	-1%	5%	1%
Nc1ccc2c(c1)C(=O)N(CCCC(=O)O)C2=O	2%	3%	-10%
Nc1nc2ccccc2nc1N1CCCC1	-1%	8%	9%
CC(Sc1nnc(-c2cccs2)n1-c1ccccc1)C(=O)NCc1ccc2c(c1)OCO2 (stereo not given)	-2%	3%	-3%
COc1ccc(NC(=S)N(Cc2cccnc2)Cc2ccco2)cc1	3%	-4%	4%
O=C(C1CCCN1S(=O)(=O)c1cccc2cccnc12)N1CCn2c1nc1ccccc12 (stereo not given)	3%	14%	16%
CCOC(=O)c1c(NC(=O)Cn2cnc([N+](=O)[O-])n2)sc2c1CCC(C)C2 (stereo not given)	0%	4%	2%
O=C(CCN1C(=O)c2ccccc2C1=O)N1CCN(c2ccccc2)CC1	3%	-3%	2%
CCCN(C1CCS(=O)(=O)C1)S(=O)(=O)c1cc(OC)ccc1OC (stereo not given)	1%	.	16%
CCOc1ccc2nc(Nc3nc4ccc(NC(C)=O)cc4s3)sc2c1	9%	-2%	18%
CN(C)CCCN(C(=O)c1ccc(S(=O)(=O)N2CCc3ccccc3C2)cc1)c1nc2c(F)cc(F)cc2s1	9%	-27%	-17%
C=CCn1c(SCC(=O)Nc2cccc(S(N)(=O)=O)c2)nc2sc(C)c(C)c2c1=O	3%	.	?
O=C(Nc1cccc(NC(=O)c2ccccc2Cl)c1)c1ccco1	1%	-13%	16%
O=C(Nc1nncs1)C1CC(=O)N(C2CCCC2)C1 (stereo not given)	1%	-13%	16%
Cc1cccc(C(=O)N2CCN(Cc3ccc4c(c3)OCO4)CC2)c1	2%	-7%	14%
COc1ccc(S(=O)(=O)NC2CCCC2)c(Cl)c1Cl	-1%	1%	-5%
COc1ccc(NC(=S)NC(C)C(c2ccccc2)N2CCOCC2)cc1 (stereo not given)	-1%	3%	3%
Cc1ccc(OCC(=O)Nc2ccc(C)c(S(=O)(=O)N3CCCCCC3)c2)c([N+](=O)[O-])n1	7%	6%	-13%
Cc1cccc(Nc2nc(N3CCCCC3)nc(N3CCCCC3)n2)c1	-11%[56.1 µM]	15%	-4%
COc1cc(CNc2ccc(N3CCN(C(C)=O)CC3)cc2)ccc1OCc1ccc(F)cc1	10%	-17%	-2%
COc1ccc(NC(=O)c2ccc(Cc3ccc(C)cc3)o2)cc1	4%	8%	-27%

From PubChem BioAssay
